# From PubChem BioAssay
# mcGAS lum: cyclic GMP-AMP synthase inhibitors, mouse, primary biochemical chemiluminescence. AID 1259399, 2018. recombinant cGAS, Kinase-Glo ATP depletion luminescence. inhibition, % at 12.5 µM. actives 0.15% (n = 160,000);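 further: 0% = negative control wells and 100% = reference inhibitor with no enzyme activity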
# hcGAS lum: Primary biochemical luminescence assay for human cyclic GMP-AMP synthase inhibitors | Q8N884 | recombinant h-cGAS, ATP depletion, Kinase-Glo luminescence | inhibition, % at 12.5 µM | actives 0.081% (n = 290,000) | AID 1259398, 2018;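 further: 0% = vehicle reaction and 100% = reaction without DNA for no activity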
# Target sequence (Q8N884 whole entry, looked up): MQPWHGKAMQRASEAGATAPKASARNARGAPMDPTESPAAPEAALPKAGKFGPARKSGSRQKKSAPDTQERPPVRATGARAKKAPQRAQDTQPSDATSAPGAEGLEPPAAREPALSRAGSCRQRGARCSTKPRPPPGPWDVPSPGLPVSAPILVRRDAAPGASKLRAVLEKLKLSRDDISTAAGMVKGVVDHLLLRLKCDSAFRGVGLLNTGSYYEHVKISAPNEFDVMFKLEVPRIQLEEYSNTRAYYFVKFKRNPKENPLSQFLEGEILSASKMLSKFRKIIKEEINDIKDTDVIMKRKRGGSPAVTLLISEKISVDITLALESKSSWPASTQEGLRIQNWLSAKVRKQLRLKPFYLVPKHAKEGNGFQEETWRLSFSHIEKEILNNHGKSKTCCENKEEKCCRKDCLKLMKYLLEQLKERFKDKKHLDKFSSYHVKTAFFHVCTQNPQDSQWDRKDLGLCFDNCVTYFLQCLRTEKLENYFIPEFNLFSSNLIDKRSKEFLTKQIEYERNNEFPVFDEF
# NPYLR7 ag: agonists of mosquito NPYLR7 receptor, primary screen, cell-based, Aedes aegypti, calcium fluorescence, mosquito biting behavior; HEK293T NPYLR7/Galpha15, GCaMP6s calcium fluorescence; activation, % at 10 µM; actives 0.15% (n = 270,000); AID 1259423, 2018; Aedes aegypti neuropeptide Y-like receptor 7 (NPYLR7); in the data active means activation above about 40%;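 further: 0% = vehicle and 100% = reference agonist at the receptor; some compounds past the cut are filed as inactive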
# * hit, by the source's call; x = not tested or not shown; & = joins results of further samples. Unless noted, no stated cut-off is given here; in the data, active means inhibition above about 40%; inactive means the rest.
SMILES,mcGAS lum,hcGAS lum,NPYLR7 ag
Cc1cc(NCCc2ccccc2)n2c(nc3ccccc32)c1C#N,-2,-7,3
COCC1CN(Cc2ccc(OC)cc2)C(=O)c2ccc(C)nc2O1 (stereo unspecified),-8,-10,0
Cc1cccc(Cl)c1NC(=O)c1ccc(SC(F)F)cc1,x,-4,3
CN(C)CCCNC(=S)N1CCCSc2ccccc21,x,1,5
COCCOCC(=O)N1CCN(Cc2cc(=O)c(OCc3ccccc3Cl)co2)CC1,-6,-4,4
Cc1ccc(C(C)N(C)C(=O)Nc2cccnc2N2CCCC2)s1 (stereo unspecified),x,-7,-11
COC(=O)C1=CN(C)C=C(C(=O)OC)C1c1ccsc1,x,-5,15
C=CCN(Cc1nccn1Cc1c(F)cccc1Cl)C(=O)C1CCCC1,-5,-7,10
COc1cc(CNC(=O)c2n[nH]c(C)c2Br)cc(OC)c1OC,x,-6,6
N#CCCN(CCC#N)Cn1nc(-c2cccs2)n(-c2ccccc2)c1=S,-3,0,1
CC1CCCC(NCc2ccncc2)C1C (stereo unspecified),x,-9,14
O=C(CSc1nc(=O)[nH]c2c1CCCC2)c1ccc(Cl)cc1,-8,-2,0
CCn1c(=O)c(C(=O)NCC2CCCO2)nn(-c2ccccc2F)c1=O (stereo unspecified),-8,-8,3
Cc1cccc(COCC2CN(C(=O)CCOc3ccc(Cl)cc3)CCO2)c1 (stereo unspecified),x,-9,19
CCSCC(C)NCc1csc(-c2cnccn2)n1 (stereo unspecified),-11,0,18
O=C(C1CCCC1)N1CCCN(c2nc(C3CCOCC3)nc3c2cnn3-c2ccccc2)CC1,-3,-6,-1
Cn1c(SCC(=O)c2ccc(Cl)cc2)nnc1-c1ccco1,x,-10,17
CC1(C)CC2=NN(c3ccccc3)P(=O)(Nc3ccccc3)C2=C(N2CCCC2)C1 (stereo unspecified),x,1,-4
CN1[C@@H](c2ccccc2)[C@@H](C(=O)N2CC(n3cccn3)C2)C[C@@]1(C)C(=O)O,x,5,6
Nc1cc(-c2ccc(Cl)c(Cl)c2)nn1-c1ccc(C(=O)NCCCO)cc1,-2,-2,4
C#CCOCC(O)CN(Cc1cccc(OC)c1)CC1CC(c2ccc(F)cc2)=NO1 (stereo unspecified),-4,-3,-3
Cn1cnnc1Sc1ccccc1NS(=O)(=O)c1cccc(F)c1,-11,-5,0
CC(C)(C)C(=O)NCc1ccc(C(=O)OCCF)cc1,x,-8,0
O=C(C1CC2(CCNCC2)CN1)N1CCC(c2nnc3ccccn23)CC1 (stereo unspecified),x,3,10
COc1ccc2c(CN3CCN(Cc4cccc(F)c4)C(=O)C3)[nH]nc2c1,-11,-6,8
O=C(NCC1CCCN(Cc2cccc(C(F)(F)F)c2)C1)c1n[nH]c2ccccc12 (stereo unspecified),-9,-4&-10,5
COc1ccc(OC)c(/C=c2\sc3nc(/C=C/c4ccc(C)cc4)nn3c2=O)c1,-9,-9,9
CCOC(=O)C1(Cc2cccc(OC)c2)CCCN(Cc2cnc(SC)nc2)C1 (stereo unspecified),-2,-2,3
CCOC(=O)c1coc2c(CN(C)C)cc(O)c(Cl)c12,x,-2,17
Cc1ccc(C)c(NCCn2c(C)c(C)n3c4c(=O)n(C)c(=O)n(C)c4nc23)c1,x,-4,4
COc1cccc(CN2CCN(Cc3ccccc3C)C(CCO)C2)c1O (stereo unspecified),-10,-5,x
CCCc1nnc2sc(C3(c4ccc(F)cc4)CCOCC3)nn12,-9,-2,x
CCc1nc2c(OCc3cc(Cl)cc(Cl)c3)cccn2c1N(C)C(=O)CC(C)C,0,0,-16
CC1Oc2ccc(NC(=O)Cc3csc(-n4cccc4)n3)cc2NC1=O (stereo unspecified),x,3,0
CC(C)COc1ccccc1CN(C)C(=O)Cc1ccncc1,x,-10,13
COc1ccc(C(=O)OCc2cccs2)cc1S(=O)(=O)N1CCCCCC1,x,-6,13
CC(c1cccc(O)c1)N(C)C(=O)CN1C(=O)COc2ccccc21 (stereo unspecified),x,2,-5
Cc1ccc(-c2cnc(CSc3nc(N)c(C#N)cc3C#N)o2)cc1,-16,-9,0
O=C1C(C(c2cccs2)N2CCN(c3ccccc3)CC2)Sc2ncnn21 (stereo unspecified),-4,0,3
CC(C)n1c(CCNC(=O)Cc2ccccc2Cl)n[nH]c1=S,x,-2,-5
COCCn1c(SCC(=O)Nc2ccc(OC(F)(F)F)cc2)nc2c(c1=O)SC(C)C2 (stereo unspecified),x,-6,-5
C#CCOCC(O)CN(CCN1CCOCC1)Cc1cccn1Cc1ccc(C(C)(C)C)cc1 (stereo unspecified),-3,1,3
CCOC(=O)c1nn(-c2ccc(C)cc2)c(=O)c2c(NC(=O)c3cc(C)cc(C)c3)scc12,-8,-7,-2
O=C(c1ccccc1Cl)N1CCCC(OCc2cccc([N+](=O)[O-])c2)C1 (stereo unspecified),x,0,-4
CCn1c(CC2CCN(C(=O)C3C=CCN3)CC2)nn(C)c1=O (stereo unspecified),-18,-3,3
CCc1nc(C)c(C(=O)N(C)Cc2cc(-c3ccccc3)on2)o1,-11,-6,8
CC(=O)Nc1cc(C(=O)N2CCC(CCN3CC(C)OC(C)C3)CC2)ccc1C (stereo unspecified),x,-7,5
COC(=O)c1cn(C(C)C)cc(C(=O)N2C[C@H]3CC=CC[C@H]3C2)c1=O,-19,-6,23

# Part of the list above in order of heavy-atom count, falling.
SMILES,mcGAS lum,hcGAS lum,NPYLR7 ag
COCCn1c(SCC(=O)Nc2ccc(OC(F)(F)F)cc2)nc2c(c1=O)SC(C)C2 (stereo unspecified),x,-6,-5
O=C(c1ccccc1Cl)N1CCCC(OCc2cccc([N+](=O)[O-])c2)C1 (stereo unspecified),x,0,-4
CC(c1cccc(O)c1)N(C)C(=O)CN1C(=O)COc2ccccc21 (stereo unspecified),x,2,-5

# One compound at a time (already shown). Screens in order: mcGAS lum | hcGAS lum | NPYLR7 ag
# O=C1C(C(c2cccs2)N2CCN(c3ccccc3)CC2)Sc2ncnn21 (stereo unspecified) across the screens: -4 | 0 | 3
# CC(C)n1c(CCNC(=O)Cc2ccccc2Cl)n[nH]c1=S across the screens: x | -2 | -5

# Back to the main list, repeating the six entries before the break.
SMILES,mcGAS lum,hcGAS lum,NPYLR7 ag
CCOC(=O)c1nn(-c2ccc(C)cc2)c(=O)c2c(NC(=O)c3cc(C)cc(C)c3)scc12,-8,-7,-2
O=C(c1ccccc1Cl)N1CCCC(OCc2cccc([N+](=O)[O-])c2)C1 (stereo unspecified),x,0,-4
CCn1c(CC2CCN(C(=O)C3C=CCN3)CC2)nn(C)c1=O (stereo unspecified),-18,-3,3
CCc1nc(C)c(C(=O)N(C)Cc2cc(-c3ccccc3)on2)o1,-11,-6,8
CC(=O)Nc1cc(C(=O)N2CCC(CCN3CC(C)OC(C)C3)CC2)ccc1C (stereo unspecified),x,-7,5
COC(=O)c1cn(C(C)C)cc(C(=O)N2C[C@H]3CC=CC[C@H]3C2)c1=O,-19,-6,23
CCCc1nc(C(=O)N(C)Cc2nc(-c3cccc(C)c3)no2)cs1,-13,-5,-3
Cc1c(C#N)c(NC(=O)CCn2nnc(-c3ccc(Cl)cc3)n2)n(Cc2ccco2)c1C,x,-7,11
CC(C)(C)c1ccc(O)c(NC(=O)c2ccc(S(=O)(=O)c3ccc(Cl)cc3)nc2)c1,x,-5,-10
CCC(=O)Nc1cc(Cl)ccc1C(=O)N(C)CCCc1c(C)n[nH]c1C,x,-5,-3
CCCCCCNC(=O)CC(c1ccc(C)cc1)c1cn(C)c2ccccc12 (stereo unspecified),-5,-4,23
Cc1ccc(-c2nc(C)sc2CC(=O)N(C2CC2)C2CCS(=O)(=O)C2)cc1 (stereo unspecified),-12,-10,6
CCn1ccnc1CN(Cc1cccnc1)CC1CCCN(C2CCCCC2)C1 (stereo unspecified),x,-10,4
O=S(=O)(c1ccc(Cl)s1)N1CCN(Cc2ccccn2)CC1,x,-6,5
CSc1nc2sc3c(c2c(=O)n1C)CCC3,x,-14,-1
OCCN1CCN(c2nc(N3CCCCC3)nc(N3CCCCC3)n2)CC1,-4,1,3
Cc1ccc(NC(=O)COn2nnc3ccccc32)cc1,x,-9,2
CCC(NC(=O)c1cccc(OC)c1OC(F)F)c1ccc(Cl)cc1 (stereo unspecified),x,4,2
CN1CCC(N2CCOC(CCNC(=O)c3ccccc3O)C2)CC1 (stereo unspecified),x,-9,25
CC1(C(=O)Nc2nccs2)CCN1C(=O)C1(c2ccccc2)CC1 (stereo unspecified),x,-11,2
CCS(=O)(=O)Nc1ccc2c(c1)C(=O)Nc1ccccc1O2,x,-7,6
COc1ccccc1-n1cc(C(=O)N2CCCC3(CC2)CNC(=O)O3)cn1 (stereo unspecified),-6,2,3
CC(=O)NCCC(=O)NCc1ccccc1-c1ccc(Cl)cc1,x,-7,7
COc1ccc(CN(C)C(=O)CNC(=O)c2cccc(Cl)c2)cc1OC,x,-4,6
c1ccc(N=c2scc(-c3ccccc3)n2Cc2ccco2)cc1,0,2,-2
CCOC(=O)C1CCN(C(=O)C2COC3(CCCCC3)N2C(=O)c2cccc([N+](=O)[O-])c2)CC1 (stereo unspecified),-5,-1,0
CCN1CCN(c2nc(N3CCC(C)CC3)nc(N)c2[N+](=O)[O-])CC1,-5,-5,4
CCCc1c(C(=O)NC2CC2)cnn1-c1cccc(Cl)c1,-4,0,x
O=S(=O)(NCc1ccccc1)N1CCC(C(O)Cc2ccccc2)CC1 (stereo unspecified),x,-7,9
CC(CNC(=O)CN1CCOCC1C)c1nc2ccccc2s1 (stereo unspecified),-4,-3,4

# Quoted from the listing.
# For hcGAS lum, `CC1(C(=O)Nc2nccs2)CCN1C(=O)C1(c2ccccc2)CC1` (stereo unspecified) reads -11
# For hcGAS lum, `CN1CCC(N2CCOC(CCNC(=O)c3ccccc3O)C2)CC1` (stereo unspecified) reads -9
# For NPYLR7 ag, `CCN1CCN(c2nc(N3CCC(C)CC3)nc(N)c2[N+](=O)[O-])CC1` reads 4

# The results go on.
SMILES,mcGAS lum,hcGAS lum,NPYLR7 ag
CC(C#N)CN(C)S(=O)(=O)c1ccc(F)cc1 (stereo unspecified),-2,2,-1
Cc1ccccc1Oc1ncccc1CNC(=O)Cc1[nH]nc2ccccc12,x,-4,2
O=C(c1ccc(OC2CCN(Cc3cnn(-c4ccccc4)c3)CC2)cc1)N1CCCCC1,-10,-7,1
CC(Nc1ccc(N2CCCC2)c(F)c1)c1nc(C2CC2)no1 (stereo unspecified),x,-5,9
Cc1csc(=O)n1CC(=O)N1CCCc2cc(S(=O)(=O)N(C)C)ccc21,-16,-9,1
O=C(c1ccc(Br)cc1)N1CCCC(OCc2ccc(F)c(F)c2)C1 (stereo unspecified),x,8,-3
Cc1cc(C(=O)Cn2cc([N+](=O)[O-])ccc2=O)c(C)n1Cc1ccco1,x,-4,3
CCN1CCC(C(=O)NC(c2ccc(Cl)cc2)c2cnccn2)CC1 (stereo unspecified),-3,-1,11
CCOC(=O)c1c(C)[nH]c(C(=O)CN2C(=O)NC(C)(C)C2=O)c1C,x,-3,5
CC1CN2C(=O)CN(C(=S)Nc3ccc(F)cc3Cl)CC2c2ccccc21 (stereo unspecified),-6,-12,28
Cc1cc(NC(=O)CC2CSc3nc(C(C)C)cc(=O)n32)no1 (stereo unspecified),x,-3,-3
CN(c1ncnc2nc[nH]c12)C1CCCCC1,4,4,-7
CCOC(=O)COc1ccc(C)cc1C(=O)c1cnc2c(c1)COc1ccccc1-2,x,-4,-7
Cc1ccc(C)c(SCc2ccc(C(=O)N3C4CCC3CC(Oc3ccc(F)cc3F)C4)cc2)c1 (stereo unspecified),-8,-18,7
CCOC(=O)c1cnn(Cc2ccccc2)c1N,-6,-9,5
O=C(C1CCCOC1)N1CCSCC1c1ccccc1 (stereo unspecified),x,-8,2
CCCn1c(=O)c2c(nc3n(-c4cc(C)cc(C)c4)c(C)c(C)n23)n(C)c1=O,-7,-4,5
FC(F)(F)c1cccc(C2(c3nc(-c4ccccn4)no3)CCOCC2)c1,x,-9,4
Cc1nc2c(Br)c3nc(C(F)(F)F)[nH]c3c(Br)c2[nH]1,x,1,3
CN(Cc1cccc(F)c1)Cc1cccc(C(N)=O)c1,-9,-7,-2
CCCCSc1nnc2c(n1)OC(c1ccccc1OCC(=O)OCC)Nc1ccccc1-2 (stereo unspecified),-3,0,11
O=C(NCCCc1ccccc1)c1cc(=O)c(OCc2ccccc2)co1,x,-9,1
Cc1ccc2[nH]c(=O)cc(C(=O)N3CCC(n4cc(C(C)(C)C)nn4)CC3)c2c1,-8,-4,5
Cc1ccc(-c2csc(NC(=O)c3ccc(C(=O)c4ccccc4)cc3)n2)c(C)c1,-6,6,-7
Cc1nc2sc(C)c(C)n2c(=O)c1NC(=O)C1CCCO1 (stereo unspecified),x,0,12
Cn1nc(-c2c(-c3ccccc3)ncn2C2CCNC2)c2c(Cl)cccc21 (stereo unspecified),-19,-4,6
Cn1nc(CC(=O)NC2CCC3CCCCC3C2)c2ccccc2c1=O (stereo unspecified),x,-11,0
CCC(CC)n1nc(C)cc1NC(=O)CCc1ccccc1,-12,-5,1
OCc1cc(Br)cc(CO)c1O,-3,-2,-2
COC(=O)CCC(=O)N(Cc1c(C)nn(C)c1C)C(C)C,-11,-9,-1
Cc1ccc(F)c(Oc2cc(N3CCC(C)CC3)ncn2)c1,-4,1,-9
O=C(O)CN1C(=O)/C(=C\c2cc(Cl)cc(Cl)c2O)SC1=S,1,-3,19
CSc1nc(N2CCOCC2)c2cnn(CCNC(=O)Cc3ccccc3)c2n1,-2,11,3
COc1ccc(C2SCCN2C(=O)c2cc3ccccc3oc2=O)cc1[N+](=O)[O-] (stereo unspecified),x,-9,5
Cc1ccc(C(C)(C)C)cc1S(=O)(=O)NC(=O)C1=NN(C)C(=O)CC1,-15,-3,8
